NTR1 ag = agonists of NTR1, primary screen, imaging, U2OS cells, beta-arrestin-GFP, high content (AID 493036) | NTR1-U2OS beta-arrestin-GFP spot imaging, agonist mode | activation, % at 20 µM | actives 0.17% (n = 330,000);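 active = activation at or above 40% of the spot to cytoplasm intensity ratio, with at least 20 cells analyzed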;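 note: 0% = DMSO without peptide and 100% = 100 nM NTR1 peptide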
Target sequence (P30989 whole entry, looked up): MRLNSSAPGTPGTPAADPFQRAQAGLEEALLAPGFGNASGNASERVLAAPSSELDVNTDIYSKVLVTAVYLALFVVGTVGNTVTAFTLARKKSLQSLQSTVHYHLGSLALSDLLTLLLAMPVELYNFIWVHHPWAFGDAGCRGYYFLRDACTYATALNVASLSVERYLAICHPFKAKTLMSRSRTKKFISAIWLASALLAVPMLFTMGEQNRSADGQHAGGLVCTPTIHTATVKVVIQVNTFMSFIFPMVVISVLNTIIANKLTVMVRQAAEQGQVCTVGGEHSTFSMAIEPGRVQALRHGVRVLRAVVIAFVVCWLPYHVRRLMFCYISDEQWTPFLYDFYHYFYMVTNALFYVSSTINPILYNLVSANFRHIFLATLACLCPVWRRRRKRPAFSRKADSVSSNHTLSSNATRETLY
Dengue-2 NS5 capping = Dengue-2 NS5 methyltransferase inhibitors, primary screen, biochemical, confirmation dose response (AID 588689) | Dengue-2 NS5 methyltransferase capping enzyme assay, biochemical; higher % means a stronger effect | inhibition, % at 25 µM, or IC50 in µM where a hit was titrated | actives 0.3% (n = 340,000); in the data active = a potency from the dose series
RSV CPE inhibition = RSV antiviral activity via CPE protection, HEp-2 cells, primary 10 µM value included (AID 2391); HEp-2 cells, RSV-induced CPE inhibition; higher % means a stronger effect; one-dose CPE inhibition, % at 10 µM; IC50 in µM for titrated hits; actives 0.13% (n = 310,000); in the data active = a potency from the dose series; note: strong numbers were not always called active
WT yeast gro inh = growth inhibition of WT yeast, mitochondrial fusion screen; mitochondrial fusion phenotypic screen, WT strain; inhibition, % at 10 µM; actives 2.1% (n = 190,000); in the data active = inhibition above about 58%; tested in S. cerevisiae
Autophagy mod = alters autophagy in cells; MEF GFP-LC3 puncta imaging; test concentration mostly 10 µM; calls only at 10 µM (by protocol); actives 0.98% (n = 190,000); AID 463193;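 active = percentage of spot-positive cells more than 3 SD above its plate mean, without a fluorescence outlier flag or 80% toxicity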;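 note: spot-positive cell cutoff set from DMSO-treated cells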
AID2073 = inhibitors of Mint1-CaV2.2 protein interaction, biochemical, HTRF (AID 2073); HTRF protein-protein interaction, Mint1-CaV2.2; higher % means a stronger effect; inhibition, % at 20 µM, or IC50 in µM where a hit was titrated; actives 0.19% (n = 290,000); in the data active = inhibition mostly above about 51%, no sharp cut-off; note: some results filed as inactive read as strong as hits
UTI89 phage lysis = inhibition of K1F phage lysis, E. coli UTI89, bacterial capsule biogenesis inhibitors, alamar blue (AID 488966). E. coli UTI89 K1F phage lysis, alamar blue, 2 h; higher % means a stronger effect. inhibition, % at 100 µM; hits with a dose series show IC50 in µM. actives 0.02% (n = 340,000);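 active = phage lysis inhibition, versus mean bacterial control, above a set limit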;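 note: capsule biogenesis inhibitors block K1F phage lysis so surviving cells raise fluorescence; higher fluorescence means more inhibition of phage lysis; actives were called in the ten point dose series up to 300 µM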
LYP inhibition = PTPN22 lymphoid phosphatase activity blockers – biochemical, fluorescence intensity, uHTS (AID 1779); actives 0.054% (n = 290,000); recombinant LYP phosphatase, fluorescence intensity; higher % means a stronger effect; one-dose inhibition, % at 11.5 µM; IC50 in µM for titrated hits; in the data active = inhibition above about 50%;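 note: plate controls were vehicle with enzyme for no effect and no enzyme for full effect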
GPR35 arrestin U2OS = GPR35 antagonists blocking zaprinast-driven arrestin recruitment, primary screen, imaging, U2OS, beta-arrestin-GFP, zaprinast agonist (AID 2058); U2OS GPR35 beta-arrestin-GFP translocation imaging, zaprinast antagonism; higher % means a stronger effect; inhibition, % at 10 µM, or IC50 in µM where a hit was titrated; actives 0.052% (n = 290,000);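 active = inhibition of at least 50% with at least 30 cells and total cytoplasm GFP at most 10,000,000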
WT yeast gro inh mutant strain = recorded beside WT yeast gro inh, whose call it bears; inhibition, %; mitochondrial fusion phenotypic screen, mutant strain inhibition
Autophagy mod cell loss 18 h = recorded beside Autophagy mod, whose call it bears; toxicity, %; measured here: cell loss, nuclei count;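 cell loss after 18 h compound exposure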
NTR1 ag cell count 20 µM = further read-out of NTR1 ag, marked with its call; cell count; measured here: cell count, cytotoxicity flag
* marks the source's active call; other numbers are inactive results; i = inactive; . = no result given; [ ] = another dose, or the depositor's remark.

cpd	mol	NTR1 ag	NTR1 ag cell count 20 µM	Dengue-2 NS5 capping	RSV CPE inhibition	WT yeast gro inh	WT yeast gro inh mutant strain
1	CCOC(=O)c1c(-c2ccc(Cl)cc2)csc1NC(=O)CNCc1ccco1	11.4	50	-5.9%	20.4%	.	.
2	CC(=O)N/C(=C/c1ccc2c(c1)OCO2)C(=O)N1CCOCC1	-0.1	51	-1.2%	-0.2%	.	.
3	CCOc1cc(S(=O)(=O)NC2CCCCC2)ccc1F	0.5	40	-4.8%	0.8%	6.0	8.8
4	COc1ccccc1/C=N/NC(=O)c1c(-c2ccccc2)noc1C	-1.0	38	5.3%	0.6%	.	.
5	O=C(NCC1CCCO1)C1CCN(C(=O)c2ccc(Cl)cc2)CC1 (stereo not given)	-2.6	82	-7.3%	0.5%	-3.6	-18.1
6	COc1ccc(-c2nc(C#N)c(N3CCC(C(N)=O)CC3)o2)cc1	0.7	49	16.4%	1.6%	-6.8	7.3
7	O=C(COC(=O)c1ccccn1)Nc1cccc(Cl)c1Cl	-0.4	70	0.8%	0.2%	96.9*	7.0*
8	Cc1onc(-c2ccccc2)c1C(=O)N/N=C/c1c(F)cccc1Cl	0.8	57	0.0%	1.9%	.	.

cpd	Autophagy mod	Autophagy mod cell loss 18 h	AID2073	UTI89 phage lysis	LYP inhibition	GPR35 arrestin U2OS
1	.	.	-11.8%	-0.1%	3.3%	-5.5%
2	.	.	-1.1%	-0.4%	-1.2%	-8.2%
3	i	9.4	4.2%	7.5%	-8.8%	5.8%
4	.	.	11.8%	-0.1%	-3.1%	3.8%
5	i	-6.8	-0.5%	1.5%	-12.3%	8.6%
6	i	-3.0	14.2%	0.7%	-15.5%	2.8%
7	i	20.1	1.1%	0.3%	-10.0%	7.6%
8	.	.	5.8%	0.4%[50 µM]	-6.3%	-13.0%

Sorted by value in WT yeast gro inh mutant strain (low to high): three from the list above.
| # | canonical_smiles | Dengue-2 NS5 capping | RSV CPE inhibition | WT yeast gro inh mutant strain | AID2073 | LYP inhibition | GPR35 arrestin U2OS |
| --- | --- | --- | --- | --- | --- | --- | --- |
| 5 | O=C(NCC1CCCO1)C1CCN(C(=O)c2ccc(Cl)cc2)CC1 (stereo not given) | -7.3% | 0.5% | -18.1 | -0.5% | -12.3% | 8.6% |
| 6 | COc1ccc(-c2nc(C#N)c(N3CCC(C(N)=O)CC3)o2)cc1 | 16.4% | 1.6% | 7.3 | 14.2% | -15.5% | 2.8% |
| 3 | CCOc1cc(S(=O)(=O)NC2CCCCC2)ccc1F | -4.8% | 0.8% | 8.8 | 4.2% | -8.8% | 5.8% |

More results.
cpd	mol	NTR1 ag	NTR1 ag cell count 20 µM	Dengue-2 NS5 capping	RSV CPE inhibition	WT yeast gro inh	WT yeast gro inh mutant strain
9	CC(Oc1ccccc1)C(=O)N1CCC2(CC1)Oc1ccc(F)cc1C(=O)C21CC(c2ccc(Cl)cc2)=NO1 (stereo not given)	-0.7	78	5.2%	1.4%	.	.
10	O=C(Nc1cccc2c1CCCC2)C1CCN(C(=O)NC2CCCCC2)CC1	-1.2	87	-6.3%	2.7%	-14.4	-2.2
11	Cc1cc(NC(=O)CSc2nc(-c3ccco3)cc(C(F)(F)F)n2)no1	3.1	34	-2.1%	5.0%	-1.8	-2.6
12	COC(=O)c1cc(NC(=O)C2COc3ccccc3O2)ccc1Cl (stereo not given)	0.7	64	0.7%	4.0%	22.1	20.6
13	Cc1ccc(N2C(=O)C3C(C2=O)N2C(c4cccs4)C4C(=O)N(c5ccc(C)cc5)C(=O)C4N2C3c2cccs2)cc1 (stereo not given)	0.5	39	-10.8%	4.6%	-10.6	0.8
14	O=C(NCc1ccco1)C1(c2ccccc2)CCCC1	1.1	41	-2.8%	0.8%	-3.0	-3.5
15	O=C(NCc1cccnc1)c1ccccc1NC(=O)c1c(F)cccc1F	-1.0	67	3.5%	1.3%	.	.
16	Cc1ccc(CSc2nnc(-c3ccncc3)n2C)cc1	-2.5	95	1.5%	1.4%	.	.

cpd	Autophagy mod	Autophagy mod cell loss 18 h	AID2073	UTI89 phage lysis	LYP inhibition	GPR35 arrestin U2OS
9	.	.	.	1.7%	.	.
10	i	4.1	-6.0%	0.0%	-13.0%	-0.5%
11	i	71.9	-4.3%	1.8%	-1.5%	-6.3%
12	i	1.5	-1.3%	2.4%	8.6%	-5.1%
13	i	8.3	7.5%	1.9%	10.6%	-3.8%
14	i	-1.6	-2.1%	0.6%	-0.6%	-0.7%
15	.	.	4.7%	0.3%[50 µM]	-16.4%	1.7%
16	i	-35.3	-6.3%	-0.7%	-14.1%	2.3%

Next section
cpd	mol	NTR1 ag	NTR1 ag cell count 20 µM	Dengue-2 NS5 capping	RSV CPE inhibition	WT yeast gro inh	WT yeast gro inh mutant strain
17	COc1cccc(N(CC(=O)Nc2ccccc2C)S(C)(=O)=O)c1	-0.6	64	-5.8%	-0.2%	-5.7	3.6
18	CCOC(=O)c1sc(-c2ccccc2)cc1NC(=O)c1ccc(S(=O)(=O)N(CCOC)CCOC)cc1	1.6	49	-3.3%	0.6%	-17.8	-11.1
19	CC(O)[C@H](NC(=O)C1CCN(C(=O)[C@H](Cc2ccccc2)NC(=O)OC(C)(C)C)CC1)C(=O)O (stereo not given in full)	1.0	102	-5.2%	2.0%	.	.
20	CCCN(CCC)c1nc(N)c(C#N)c(CC#N)c1C#N	3.5	46	-0.5%	1.3%	-14.4	-3.9
21	Cc1cc([N+](=O)[O-])nn1CCCC(=O)Nc1sc2c(c1C(N)=O)CCC(C)C2 (stereo not given)	1.1	78	-0.6%	1.1%	9.1	12.9
22	O=C(CN1CCOCC1)Nc1ccc(F)cc1	0.2	89	1.3%	-0.5%	.	.
23	COc1ccc(N(CC(=O)NCc2ccc(Cl)cc2)S(=O)(=O)c2c(C)noc2C)cc1	-0.4	51	6.2%	-2.4%	.	.
24	Cc1ccc(S(=O)(=O)NCCCC(=O)N2CCC(C)CC2)cc1	0.2	45	-11.1%	0.8%	.	.

cpd	Autophagy mod	Autophagy mod cell loss 18 h	AID2073	UTI89 phage lysis	LYP inhibition	GPR35 arrestin U2OS
17	i	24.1	-13.5%	0.8%	-5.2%	10.7%
18	i	13.3	7.5%	3.0%	-7.7%	-15.3%
19	.	.	5.0%	-0.7%[50 µM]	-4.9%	-8.2%
20	i	4.0	5.5%	-0.2%	-8.6%	-18.4%
21	i	-6.0	23.9%	2.6%[50 µM]	3.4%	17.9%
22	.	.	7.6%	0.3%	-9.6%	1.2%
23	.	.	6.6%	-0.5%	-7.3%	23.3%
24	.	.	-0.3%	0.4%	-5.0%	14.0%

(cont.)
cpd	mol	NTR1 ag	NTR1 ag cell count 20 µM	Dengue-2 NS5 capping	RSV CPE inhibition	WT yeast gro inh	WT yeast gro inh mutant strain
25	COC(=O)c1nn(-c2c(C)n(C)n(-c3ccccc3)c2=O)cc1O	1.7	41	-3.5%	1.7%	-5.1	-0.4
26	O=C(C1=NN[C@@H]2C(=O)N(c3cccc(F)c3)C(=O)[C@H]12)C(c1ccccc1)c1ccccc1	-0.4	40	-0.7%	3.2%	5.0	-3.0
27	Cc1ccccc1NC(=O)C1C2CCCC1C2c1ccccc1 (stereo not given)	-2.0	82	9.1%	1.2%	5.9	-3.7
28	COc1ccc(C(=O)NCC(=O)NCC(c2ccco2)N(C)C)cc1OC (stereo not given)	0.3	64	0.0%	-0.3%	2.0	-0.9
29	O=S(=O)(/C=C/c1cccc(Br)c1)N1CCOCC1	-0.8	46	4.4%	0.4%	.	.
30	COC(=O)c1ccc(NC(=O)C2CCCO2)cc1 (stereo not given)	-1.3	82	1.6%	1.3%	0.0	-17.6
31	Cc1[nH]c2ccccc2c1/C=C(\C#N)C(=O)NC1CC1	-0.7	74	-9.1%	0.8%	.	.
32	O=C(CCS(=O)(=O)c1ccc(Br)cc1)NCCC1=CCCCC1	0.3	61	-3.2%	1.3%	.	.

cpd	Autophagy mod	Autophagy mod cell loss 18 h	AID2073	UTI89 phage lysis	LYP inhibition	GPR35 arrestin U2OS
25	i	39.2	0.8%	0.4%[50 µM]	-5.4%	-1.5%
26	i	7.9	7.9%	-0.8%	2.4%	-11.1%
27	i	-22.4	14.4%	5.7%	-7.2%	6.9%
28	i	14.6	25.0%	2.9%	2.1%	12.6%
29	.	.	0.3%	0.6%	-12.4%	4.6%
30	i	9.1	17.0%	0.5%	-5.4%	17.5%
31	.	.	17.0%	0.6%[50 µM]	-10.3%	9.7%
32	.	.	15.5%	0.2%	-8.3%	-3.1%

The results go on.
cpd	mol	NTR1 ag	NTR1 ag cell count 20 µM	Dengue-2 NS5 capping	RSV CPE inhibition	WT yeast gro inh	WT yeast gro inh mutant strain
33	CCN(c1ccccc1)S(=O)(=O)c1cc(C(=O)Oc2ccc3c(C)cc(=O)oc3c2)ccc1C	6.0	56	-9.2%	-0.1%	-1.4	-8.2
34	O=C(COC(=O)c1ccccc1)Nc1cc(S(=O)(=O)N2CCCCCC2)ccc1Cl	4.6	64	5.6%	6.7%	.	.
35	CCOc1ccc(OCCOCCOc2ccccc2Cl)cc1	1.5	53	-5.0%	2.2%	27.9	-9.2
36	CCS(=O)(=O)N1CCCC(C(=O)NC2CCC(C)CC2)C1 (stereo not given)	0.3	47	-1.4%	1.9%	8.5	0.6
37	Cc1ccc(S(=O)(=O)N2[C@@H](c3ccccc3F)C(C(=O)O)=CC[C@H]2c2ccc3c(c2)OCO3)cc1	1.5	91	2.5%	8.9%	.	.
38	Cc1ccc2nc(-c3cccnc3)cc(C(=O)Nc3ccc(F)cc3C)c2c1	2.9	49	-6.8%	2.0%	20.5	18.5
39	C=CCn1c(N)cc(=O)nc1SCC(=O)Nc1ccc(C(=O)OCC)cc1	0.1	47	-4.2%	1.2%	.	.
40	COc1ccc(NC(=O)CN(C)C(=O)c2c(-c3c(F)cccc3Cl)noc2C)cc1	0.1	70	2.2%	0.5%	.	.
41	O=C(NC(NC(=S)Nc1cccc(C(=O)O)c1)C(Cl)(Cl)Cl)OCc1ccccc1 (stereo not given)	0.2	34	2.6%	1.0%	2.4	-16.5
42	CCCN(CC(=O)Nc1ccccc1C)C(=O)COc1ccc2c(c1)CCC2	0.0	62	-5.2%	2.9%	.	.
43	COc1ccc(-c2oc3ccc(N4CCOCC4)cc3c2C#Cc2ccc(N)cc2)cc1	21.1	68	-11.4%	11.9%	.	.

cpd	Autophagy mod	Autophagy mod cell loss 18 h	AID2073	UTI89 phage lysis	LYP inhibition	GPR35 arrestin U2OS
33	i	-0.2	28.7%	0.1%[50 µM]	-11.3%	-12.3%
34	.	.	.	0.5%[50 µM]	.	.
35	i	-8.2	0.2%	3.2%	-5.8%	-0.2%
36	i	14.5	-3.5%	0.1%	-8.4%	10.9%
37	.	.	.	1.6%	.	.
38	i	9.9	-3.1%	0.3%	-1.4%	1.0%
39	.	.	5.7%	0.2%	-6.4%	-1.1%
40	.	.	.	1.3%[50 µM]	.	.
41	i	15.6	5.8%	0.8%	-9.9%	-3.6%
42	.	.	2.1%	0.6%[50 µM]	-14.1%	2.4%
43	.	.	.	-0.4%	.	.

Hits appear at their usual frequency; about 2.6% have a hit in one of these screens.
